Bioassay records (PubChem)
H1N1 NS1A inhibition = H1N1 influenza NS1A inhibitors, functional cell based assay (AID 504329). NS1A functional cell-based assay, percent inhibition; higher % means a stronger effect. inhibition, % at 12.5 µM; hits with a dose series show IC50 in µM. hit rate 0.3% among 340,000; in the data active = a potency from the dose series; inconclusive = inhibition above about 27% without an active follow-up result; note: strong numbers were not always called active
tuberculosis growth = growth inhibition of non-replicating M. tuberculosis (AID 488890). inhibition, % at 25 µM, or IC50 in µM where a hit was titrated. Mycobacterium tuberculosis non-replicating, growth inhibition; higher % means a stronger effect. hit rate 0.39% among 320,000; in the data active = a potency from the dose series; inconclusive = inhibition mostly from about 82% at the one dose, without a potency; inactive = the rest, 99 in 100 with inhibition below about 76%;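 note: plate controls were DMSO cells for no effect and high antibiotic wells for full effect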
Salmonella PhoP GFP = PhoP regulon inhibitors, Salmonella typhi PhoP promoter GFP reporter, confirmatory (AID 1850); Salmonella Typhi PhoP-promoter GFP reporter, fluorescence, 4 h; higher % means a stronger effect; one-dose inhibition, % at 50 µM; IC50 in µM for titrated hits; hit rate 0.33% among 310,000; in the data active = a potency from the dose series; inconclusive = inhibition mostly from about 25% at the one dose, without a potency; inactive = the rest, 99 in 100 with inhibition below about 19%;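 note: 0% = induced wells with vehicle and 100% = uninduced wells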
M. tuberculosis HTS = M. tuberculosis growth inhibition, HTS (AID 449762). M. tuberculosis H37Rv growth inhibition, 7H9 media; higher % means a stronger effect. inhibition, % at 25 µM; hits with a dose series show IC50 in µM. hit rate 0.59% among 330,000; in the data active = a potency from the dose series; inconclusive = inhibition above about 70% without an active follow-up result;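 note: bacterial growth assessed after seven days of incubation; strong numbers were not always called active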
inhibitors of VEEV = inhibitors of VEEV TC-83 cytopathic effect, confirmation, Vero cells (AID 588727) | Vero cells, VEEV TC-83 cytopathic effect inhibition; higher % means a stronger effect | inhibition, % at 20 µM; hits with a dose series show IC50 in µM | hit rate 0.13% among 350,000; in the data active = a potency from the dose series; inconclusive = inhibition mostly from about 14% at the one dose, without a potency; inactive = the rest, 99 in 100 with inhibition below about 12%; note: strong numbers were not always called active
inhibitors of VEEV 10K pilot screen = second read-out of inhibitors of VEEV, no call of its own (marks repeat the call); inhibition, %; measured here: 10K pilot screen inhibition
* marks the source's active call; other numbers are inactive results; i = inactive; ? = inconclusive; / = not tested or not shown. Not a hit list. Share with any hit: about 1.4%.

SMILES	H1N1 NS1A inhibition	tuberculosis growth	Salmonella PhoP GFP	M. tuberculosis HTS	inhibitors of VEEV	others
CCCCn1c(O)c(C(CC)=Nc2ccc(OCC)cc2)c(=O)[nH]c1=O	-2%	51%	-5%	?	3.6%
N#Cc1cc(Br)ccc1N=C1CCCN1c1ccccc1	-9%	11%	12%	-2%	0.3%
COC(=O)c1c(NC(=O)C2CC2)sc2c1CCCC2	-5%	6%	3%	-3%	2.4%
COc1ccc(NC(=O)CN(c2ccc(OC)c(Cl)c2)S(=O)(=O)c2ccccc2)cc1	-3%	6%	-4%	2%	0.6%
COc1ccc(N2CCN(C(=O)c3ccccc3Br)CC2)c([N+](=O)[O-])c1	1%	10%	-5%	11%	2.1%
O=C(c1ccccc1NS(=O)(=O)c1ccc(Br)s1)N1CCCC1	0%	5%	0%	-2%	5.8%
O=C(c1ccc(C(F)(F)F)cc1)C1CCCN(C(=O)CCN2CCCO2)C1 (configuration not stated)	-14%	5%	-9%	10%	0.6%
COCc1ccc(C(=O)N2CCCC(N(C)CCc3ccc(OC)c(OC)c3)C2)s1 (configuration not stated)	-7%	-7%	-12%	-1%	i
CCN1C(=O)/C(=C/c2ccc(OC)c(OC)c2)N=C1SCC(=O)NCc1ccco1	3%	3%	-6%	-4%	0.1%
Cc1cc(NC(=O)COC(=O)c2cc3c(s2)CCC(C)C3)no1 (configuration not stated)	9%	67%	1%	41%	1.6%
CCc1ccc(/C=N/NC(=O)c2nnn(-c3nonc3N)c2CN2CCc3ccccc32)cc1	4%	9%	7%	5%	6.4%
CC(=O)Nc1nc(C(F)(F)F)cs1	-8%	-3%	4%	-1%	0.3%
COC(=O)C1=C(c2cccc(OCc3ccccc3)c2)C[C@@H]2CC[C@H]1N2C(=O)NCc1cccc(F)c1	-1%	20%	/	-11%	3.8%	inhibitors of VEEV 10K pilot screen=1.6
Cn1c(SCC(=O)NNC(=O)Cc2ccccc2)nnc1-c1ccccc1	-1%	-4%	-6%	-3%	2.4%
COc1cc(C(=O)NCCOc2ccccc2C)cc(OC)c1OC	5%	16%	-13%	-12%	0.1%
O=C(NCCCO)c1ccc2[nH]c3ccccc3c2c1	3%	-4%	-6%	1%	0.5%	inhibitors of VEEV 10K pilot screen=1.4
COc1ccc(-c2noc(CN(C(=O)c3ccc4c(c3)OCO4)C(C)C)n2)cc1	-2%	4%	-31%	8%	1.6%
CC(=O)c1c(C)[nH]c(C(=O)OCC(=O)c2c(N)n(C)c(=O)n(C)c2=O)c1C	/	12%	-9%	8%	/
CCC(=O)n1nc(NCc2ccccc2OC)nc1NCc1ccccc1OC	-13%	16%	-3%	6%	9.5%
O=C(Nc1nnc(CCN2CCOCC2)s1)C1CCCCC1	1%	-4%	0%	-6%	0.9%
S=C(NCc1ccccn1)Nc1ccccc1Cl	-10%	-10%	0%	5%	1.4%
Cc1cc(Nc2ccccc2)nn1C(=O)c1ccc([N+](=O)[O-])cc1	6%	19%	0%	21%	0.8%
Cc1cnc(C(=O)N2CCN(S(=O)(=O)c3cccc(Br)c3)CC2)cn1	-3%	-7%	/	0%	2.0%
Cc1ccc(S(=O)(=O)CC(=O)c2cc(C)c(OC(=O)N(C)C)c(C)c2)cc1	2%	1%	1%	-7%	2.0%
O=C(NN1C(=O)c2ccccc2NC1c1ccoc1)c1ccc([N+](=O)[O-])cc1 (configuration not stated)	5%	-26%	-3%	4%	1.1%
COc1ccc2nc(NC(=O)CCN3C(=O)c4ccccc4C3=O)sc2c1	-1%	-3%	-2%	-5%	i
COc1ccc(C(C)=O)cc1COC(=O)CSC(C)C(=O)Nc1cc(C)on1 (configuration not stated)	4%	7%	-2%	3%	i
COc1ccc(Cl)cc1C(=O)N1CCN(Cc2ccc3c(c2)OCO3)CC1	0%	15%	-3%	2%	1.6%
Cc1ccc(SCc2ccc(C(=O)Nc3cccc([N+](=O)[O-])c3C)cc2)cc1	-2%	13%	-2%	?	i
O=S(=O)(Cc1ccc(Cl)cc1)c1ccccc1-c1nnc(-c2ccccc2)o1	2%	-16%	-3%	5%	7.1%
Cc1nn(C(C)C(=O)O)c(=O)c2c1sc1ccccc12 (configuration not stated)	5%	2%	-21%	-1%	3.4%
O=C(CN1CCN(c2ccc(F)cc2)CC1)Nc1ccc2c(c1)OCCO2	-3%	6%	4%	2%	1.1%
CCN(CC)C(=O)C1CCN(S(=O)(=O)c2cccc3nonc23)CC1	0%	-4%	-14%	0%	1.4%
CCCCC(=O)NS(=O)(=O)c1ccc(N=NN2CCCCC2)cc1	22%	3%	1%	3%	0.5%
CC1(c2ccccc2Cl)NC(=O)N(CC(=O)Nc2ccc3c(c2)OCO3)C1=O (configuration not stated)	6%	-9%	-1%	-5%	1.1%
Cc1ccc(NC(=O)CN2C(=O)CC(C)S(=O)(=O)c3ccccc32)cc1 (configuration not stated)	1%	-13%	2%	-11%	i
CN1C(=O)N(CN2CCCCC2)C2C1N(C)C(=O)N2CN1CCCCC1 (configuration not stated)	12%	-6%	-1%	-6%	1.6%
COc1ccc(C2CC(c3ccccc3)=NN2c2ccc(S(N)(=O)=O)cc2)cc1 (configuration not stated)	-34%	59%	2%	?	3.9%
COc1ccc2c(c1)CCc1c(C(=O)NCC(C)C)noc1-2	0%	18%	7%	-2%	i
O=C(NC(=S)N1CCN(C/C=C/c2ccccc2)CC1)c1ccc(F)cc1	-1%	?	2%	?	0.6%
CCN(CC)CCN1c2ccccc2Sc2ccc3ccccc3c21	-2%	77%	-13%	?	i
COc1ccccc1-c1cc(C(F)(F)F)nc(S(=O)(=O)CCCC(=O)N2CCCCC2C)n1 (configuration not stated)	-2%	70%	8%	-4%	11%
CC(=O)/C(=N\Nc1ccccc1Cl)Sc1cccc2cccnc12	9%	6%	-7%	-4%	i
CC(C)NC(=O)NNC(=O)c1nn(-c2ccc(F)cc2)ccc1=O	10%	29%	6%	-11%	2.3%
COc1ccc(C(N)=S)c(OC)c1	19%	-16%	-4%	2%	i
COC(=O)c1c(-c2ccc(F)cc2)csc1NC(=O)c1ccco1	-4%	4%	-6%	4%	1.1%
COc1ccc(C2c3c(ccc4ccccc34)Oc3ncn4nc(-c5ccco5)nc4c32)cc1OC (configuration not stated)	-2%	-4%	4%	1%	1.0%
CC[C@H](C)[C@H]1CNC(=S)N1CC1CCN(CCC(C)(C)C)CC1	-6%	/	/	/	i
Cc1ccc(OCCSc2nnc(NC(=O)c3ccco3)s2)cc1	0%	16%	-3%	0%	2.4%
COc1ccc(NC(=O)c2c(-c3ccccc3Cl)noc2C)c(OC)c1	3%	15%	6%	2%	i
CCOC1=NS(=O)(=O)c2ccccc21	-6%	-9%	9%	-3%	3.2%
CCOc1ccc(/C=N/NC(=O)COc2ccccc2-c2ccccc2)cc1	8%	/	-8%	-5%	3.8%
C[C@]12c3[nH]c4cc(-c5ccco5)ccc4c3CCN1C(=O)[C@@H](CC(=O)NCc1ccco1)C[C@@H]2C(=O)N1CCCCC1	6%	/	/	/	1.4%
Cc1cc2c(c(=O)o1)C(Cc1ccccc1)C(C#N)=C(N)O2 (configuration not stated)	0%	0%	0%	7%	0.6%
O=C(Cn1cc(C(=O)c2cccs2)c2ccccc21)NCc1ccc2c(c1)OCO2	7%	21%	12%	-1%	6.1%
COc1ccccc1CNC(=O)CSC(=S)N1CCCC1	-7%	11%	8%	-3%	2.1%
COc1cccc(-c2c(-c3cc(OC)cc(OC)c3)n(C)c3ccc(-c4ccc5cc[nH]c5c4)cc23)c1	15%	21%	/	-5%	1.0%
O=C(CCNC(=O)c1ccc(Br)cc1)NCc1ccccn1	-7%	-15%	4%	-13%	3.9%
O=C1CC(N2CCOCC2)=NN1c1ccc([N+](=O)[O-])cc1	11%	14%	-3%	59%	0.5%
CC1(C(=O)Nc2ccc3c(c2)OCO3)CC1(Cl)Cl (configuration not stated)	12%	9%	-4%	-14%	3.6%

Quoted at random: seven compounds from above
SMILES	H1N1 NS1A inhibition	tuberculosis growth	Salmonella PhoP GFP	M. tuberculosis HTS	inhibitors of VEEV	others
CC(C)NC(=O)NNC(=O)c1nn(-c2ccc(F)cc2)ccc1=O	10%	29%	6%	-11%	2.3%
COc1ccccc1CNC(=O)CSC(=S)N1CCCC1	-7%	11%	8%	-3%	2.1%
COc1cccc(-c2c(-c3cc(OC)cc(OC)c3)n(C)c3ccc(-c4ccc5cc[nH]c5c4)cc23)c1	15%	21%	/	-5%	1.0%
CCOc1ccc(/C=N/NC(=O)COc2ccccc2-c2ccccc2)cc1	8%	/	-8%	-5%	3.8%
COc1ccc(C(N)=S)c(OC)c1	19%	-16%	-4%	2%	i
COC(=O)c1c(-c2ccc(F)cc2)csc1NC(=O)c1ccco1	-4%	4%	-6%	4%	1.1%
O=C1CC(N2CCOCC2)=NN1c1ccc([N+](=O)[O-])cc1	11%	14%	-3%	59%	0.5%

The listing picks up, repeating the two entries before the break.
SMILES	H1N1 NS1A inhibition	tuberculosis growth	Salmonella PhoP GFP	M. tuberculosis HTS	inhibitors of VEEV	others
O=C1CC(N2CCOCC2)=NN1c1ccc([N+](=O)[O-])cc1	11%	14%	-3%	59%	0.5%
CC1(C(=O)Nc2ccc3c(c2)OCO3)CC1(Cl)Cl (configuration not stated)	12%	9%	-4%	-14%	3.6%
Cc1sc2ncnc(N3CCC(C(=O)Nc4ccc(S(N)(=O)=O)cc4)CC3)c2c1C	-9%	21%	/	4%	5.5%
COc1cc(C(=O)NCC2CCCCC2)cc(OC)c1OC	-14%	-13%	0%	-1%	2.7%
N#Cc1c(F)cccc1N1CCOCC1	-22%	-4%	-7%	0%	0.3%
O=C(CC1Sc2ccccc2NC1=O)OC(C(=O)NCCc1ccccc1)c1cccnc1 (configuration not stated)	-2%	-9%	-4%	-5%	0.4%	inhibitors of VEEV 10K pilot screen=0.6
